Pin1 inhibitor – blocks the human prolyl isomerase Pin1; Pin1 FP peptide displacement, HiFluor488, 10 min; Potency, µM (doses to about 115 µM), for the others: at the highest dose activity, negative = inhibition, actives largely listed as inhibitors; 390,000 compounds, 0.009% hits; AID 504891; active = well fitted inhibition curve with a large enough effect in the polarisation, with a control signal flat, not every such curve was filed as active; inconclusive = small, poorly fitted or top-dose-only effect, or effect the other way, or a change in a side signal; inactive = no such curve, though single readings can be large or run the other way; the % refers to the polarisation; also: potency is read from the fitted curve at half-maximal effect; % is scaled to controls: 0 for no effect and ±100 for the full control effect
Target sequence (Q13526 whole entry, looked up): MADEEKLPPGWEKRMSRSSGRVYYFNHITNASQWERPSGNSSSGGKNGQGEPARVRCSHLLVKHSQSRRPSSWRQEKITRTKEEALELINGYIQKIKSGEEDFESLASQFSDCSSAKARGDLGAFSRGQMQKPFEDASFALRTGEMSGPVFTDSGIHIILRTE
TRHR agonist – agonists of human TRH receptor; 360,000 compounds, 0.18% hits; TRHR cells, calcium flux fluo-8, FDSS agonist mode; AID 493084; P34981; activation, % at 2 µM; in the data active = activation above about 30%; also: 0% is about no effect
Target sequence (P34981 whole entry, looked up): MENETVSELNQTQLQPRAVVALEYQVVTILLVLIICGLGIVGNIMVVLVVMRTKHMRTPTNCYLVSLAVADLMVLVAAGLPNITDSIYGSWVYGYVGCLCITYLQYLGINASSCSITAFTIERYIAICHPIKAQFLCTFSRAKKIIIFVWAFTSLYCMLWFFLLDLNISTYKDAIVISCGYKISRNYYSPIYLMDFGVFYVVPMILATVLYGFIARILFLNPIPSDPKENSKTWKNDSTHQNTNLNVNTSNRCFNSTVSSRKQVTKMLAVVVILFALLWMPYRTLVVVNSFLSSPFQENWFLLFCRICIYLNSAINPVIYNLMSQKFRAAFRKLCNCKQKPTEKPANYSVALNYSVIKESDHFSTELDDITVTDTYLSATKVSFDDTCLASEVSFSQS
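Steps: seed TRHR cells overnight; add fluo-8 no-wash Ca dye, RT 30 min–1.5 h; record 10 s baseline; pin-transfer compounds; monitor fluorescence 1 cycle/s for the agonist window. Calcium increases flag candidate agonists.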
D2 antagonist – antagonists of human D2 dopamine receptor | P14416 | HEK293 TREx D2 cells, calcium flux, dopamine EC80 | inhibition, % at 10 µM | 340,000 compounds, 2% hits | AID 485344; in the data active = inhibition above about 30%; also: 0% is about no effect
Target sequence (P14416 whole entry, looked up): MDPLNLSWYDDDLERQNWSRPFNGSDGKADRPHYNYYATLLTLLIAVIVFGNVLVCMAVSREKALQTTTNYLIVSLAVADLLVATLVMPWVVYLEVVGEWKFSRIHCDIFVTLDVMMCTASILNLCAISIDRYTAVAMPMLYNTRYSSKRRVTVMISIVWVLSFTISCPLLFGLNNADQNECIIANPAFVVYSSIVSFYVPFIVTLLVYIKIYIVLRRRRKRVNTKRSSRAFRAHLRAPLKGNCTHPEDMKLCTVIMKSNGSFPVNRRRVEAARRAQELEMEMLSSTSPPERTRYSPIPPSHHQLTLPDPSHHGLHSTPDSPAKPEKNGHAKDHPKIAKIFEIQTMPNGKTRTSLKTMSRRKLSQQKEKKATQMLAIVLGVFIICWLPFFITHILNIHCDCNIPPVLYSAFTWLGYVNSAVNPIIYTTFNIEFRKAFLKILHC
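Cells plated overnight at 30 C with tetracycline; no-wash calcium dye, 30–90 min RT; 10 s baseline; compound pinned; 180 s read; EC80 dopamine added; another 180 s read.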
IDH1 R132H inh – blocks human mutant IDH1 R132H enzyme; AID 602179; Potency, µM (doses to about 76.6 µM), inactives show at the top dose activity change, negative = inhibition, most hits filed as inhibitors; IDH1-R132H enzyme, NADPH consumption, diaphorase/resazurin fluorescence; 390,000 compounds, 0.093% hits; also: potency is read from the fitted curve at half-maximal effect; % is scaled to controls: 0 for no effect and ±100 for the full control effect; nearly all actives have a fitted effect of over 65% in size
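IDH1-R132H (0.5 ug/mL) preincubated 30 min with compound, then NADPH (0.016 mM) and alpha-KG (2 mM) added; 80 min at RT, pH 7.5. Remaining NADPH coupled via diaphorase/resazurin to fluorescence (540/590 nm); concentration-response curves normalized to no-enzyme control.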
USP1-UAF1 inh – USP1/UAF1 (human) deubiquitinase inhibition | recombinant USP1/UAF1, Ub-Rhodamine cleavage fluorescence | Potency, µM (highest dose often 57.1 µM), without a hit: top-dose activity change, negative = inhibition, actives largely listed as inhibitors | 390,000 compounds, 0.23% hits; also: potency is read from the fitted curve at half-maximal effect; % is scaled to controls: 0 for no effect and ±100 for the full control effect; nearly all actives have a fitted effect of over 60% in size; inactives centre near -12
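In this screen, compounds sit with the deubiquitinase complex (1nM) for 15 min at room temperature before Ub-Rho is added at 150nM final. Fluorescence rise is then followed for 6 reads every 60 seconds.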
TrxR1 substrate – substrates of rat thioredoxin reductase 1; O89049; purified TrxR1 substrate turnover, NADPH consumption readout; Potency, µM (top dose mostly 114 µM), without a hit: at the highest dose activity change, negative = substrate turnover; 390,000 compounds, 0.01% hits; AID 588456; also: potency is read from the fitted curve at half-maximal effect; % is scaled to controls: 0 for no effect and ±100 for the full control effect; nearly all actives have a fitted effect of over 50% in size
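Rat TrxR1, dispensed at 90 nM, was prereduced with 400 uM NADPH (final) for 5 min at ~22 deg C, then incubated with compound 15 min before 400 uM selenite. A first-read NADPH fluorescence drop versus no-compound background flagged substrates.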
TRHR enhancer – allosterically enhances the human TRH receptor; P34981; TRHR cells, fluo-8 calcium fluorescence, EC20 TRH enhancement; enhancement, % at 2 µM; 360,000 compounds, 0.66% hits; AID 493056; in the data active = enhancement above about 30%; also: 0% is about no effect
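TRHR-expressing cells loaded with fluo-8 calcium dye were read kinetically (ex 480/em 530) during compound addition, then stimulated with an EC20 of TRH (10 nM final). Enhancement of the Gq-mediated intracellular calcium response was scored.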
rTrxR1 inhibitor – rat TrxR1 inhibition; O89049; recombinant rTrxR1, NADPH fluorescence consumption, selenite substrate; Potency, µM (doses to about 114 µM), without a hit: at the top dose activity change, negative = inhibition, usual class: inhibitors; 390,000 compounds, 1% hits; AID 588453; also: potency is read from the fitted curve at half-maximal effect; % is scaled to controls: 0 for no effect and ±100 for the full control effect; nearly all actives have a fitted effect of over 65% in size
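Rat TrxR1 (90 nM in the dispensed reagent) was pre-reduced with 400 uM NADPH for 5 min at room temperature, then incubated with compound for 15 min. After 400 uM selenite was added, NADPH fluorescence (Ex 340/Em 450 nm) was followed for 8 min.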
D2 ag – agonists of human D2 dopamine receptor | AID 485358 | activation, % at 2 µM | P14416 | HEK293 T-REx D2 cells, calcium flux agonist mode | 340,000 compounds, 0.53% hits;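 active = activation over 3 SD above normal in the single-dose calcium agonist read, cut at about 30% in these data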; also: 0% is about no effect
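Tetracycline-induced HEK293 Trex cells with D2 receptor force-coupled to calcium signaling, plated overnight at 30 C and loaded with no-wash calcium dye. Calcium flux read kinetically for 180 s after compound addition; responses flag agonists.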
Active calls of the source: *; ? = inconclusive; nt = no result given; & = joins results of further samples; [ ] = remark or other dose. Unless noted, calls follow the shape of the dose curve; as a rule, active = well fitted inhibition curve with a large enough effect; inconclusive = small, poorly fitted or top-dose-only effect; inactive = no such curve, though single readings can be large or run the other way.

SMILES	Pin1 inhibitor	TRHR agonist	D2 antagonist	IDH1 R132H inh	USP1-UAF1 inh	TrxR1 substrate	TRHR enhancer	rTrxR1 inhibitor	D2 ag
CCOC(=O)N1CCc2[nH]c3ccc(C)cc3c2C1	nt	1.4	-16	7%	?	9%[57.1 µM]	12	-2%[57.1 µM]	29
COc1cccc(NC(=O)Cn2nnc(-c3ccccc3N)n2)c1	0%	-0.7	-6	-5%	-14%	1%	-1	21%	0.4
CC1(C)C(=O)Nc2ccccc2N1C(=O)COC(=O)c1cc([N+](=O)[O-])ccc1N	-20%	0.1	-21	-8%	-10%	-16%	9	-13%	0.1
CCOC(=O)c1c(C)[nH]c(C)c1S(=O)(=O)N1CCC(C(=O)N2CCN(c3cccc(Cl)c3)CC2)CC1	1%	-0.4	nt	-8%	-9%	3%[57.1 µM]	1	13%[57.1 µM]	-0.2
C=CCNC(=O)NC(=O)c1csc([N+](=O)[O-])c1	0%	0.0	-3	4%	-5%	5%[57.1 µM]	-4	15%[57.1 µM]	-0.4
CCCN(CC(=O)Nc1ccccc1C)C(=O)c1ccc(S(=O)(=O)N2CCCC2)cc1	0%	0.2	30*	-1%	0%	-2%	-5	3%	0.7
COCCCNC(=O)CN1C(=O)COc2ccc(S(=O)(=O)N3CCOCC3)cc21	-6%&-3%	0.8&-0.2	4	3%&16%	-9%&-1%	1%&-5%	-2&7	18%&6%	0.4&-0.6
Cn1c(SCc2ccccc2Cl)nc2ccccc21	-4%	0.7	-16	8%	-10%	-4%	-5	-7%	-0.6
O=C(N/N=C/c1ccccc1)C(O)c1ccccc1 (configuration not stated)	8%	0.0	-1	0%	1%	-5%	-1	10%	2.2
Cc1ccc(CNC(=O)CN(C(=O)C2(C)CC(=O)N=C3C=CC=CN32)c2cc(C)ccc2C)cc1 (configuration not stated)	-3%	0.2	3	8%	-20%	293%[activator]	6	-9%	0.2
Cc1[nH]c2ccc(F)cc2c1CCN(Cc1cccnc1)C(=S)Nc1ccccc1	0%	0.0	11	2%	-4%	-5%	-2	8%	-0.3
COc1cccc(NC(=O)Cn2c(=O)n(CCCC(=O)NCc3ccco3)c(=O)c3ccccc32)c1	3%	-0.5	13	8%	2%	3%[57.1 µM]	-20	1%[57.1 µM]	-1.5
CCCCCSc1nnc2c(n1)[nH]c1c(C)cccc12	2%	-0.9	nt	4%	5%	-6%	-6	-12%	-1.5
Cc1ccc2cc(CN(CC3CCCO3)C(=S)Nc3ccccc3)c(=O)[nH]c2c1C (configuration not stated)	?	0.2	-2	3%	-6%	0%[57.1 µM]	1	-7%[57.1 µM]	0.3
O=S(=O)(Nc1ncccn1)c1ccc(NC(=S)NCCc2ccccc2)cc1	-9%	0.3	nt	1%	-6%	7%[57.1 µM]	6	-19%	nt
O=S(=O)(c1ccc(Oc2ccc(Br)cc2F)nc1)N1CCCCC1	5%	0.6	7	4%	-6%	-1%	1	21%	0.7
COc1ccc(/C=C/C(=O)NCCCc2ccccc2)cc1OC	0%	-0.4	-2	1%	-12%	-4%	-7	-19%	-0.1
O=C(CSCc1ccc(F)cc1)N1CCN(c2ccccc2)CC1	-4%&2%	0.4&0.5	-25	14%&10%	-9%&-8%	1%[57.1 µM]	-4&6	8%[57.1 µM]	0.8&-0.5
NC(=O)c1c(N)sc2c1CCC2	-1%	0.8	-13	-4%	-6%	-6%	0	50µM*	0.1
CCc1cccc(C)c1NC(=O)CNCc1ccccc1	-16%	-0.6	6	1%	-22%	12%[57.1 µM]	-8	9%[57.1 µM]	13

Overlap with the part before: 2 entries, then new ones.
SMILES	Pin1 inhibitor	TRHR agonist	D2 antagonist	IDH1 R132H inh	USP1-UAF1 inh	TrxR1 substrate	TRHR enhancer	rTrxR1 inhibitor	D2 ag
NC(=O)c1c(N)sc2c1CCC2	-1%	0.8	-13	-4%	-6%	-6%	0	50µM*	0.1
CCc1cccc(C)c1NC(=O)CNCc1ccccc1	-16%	-0.6	6	1%	-22%	12%[57.1 µM]	-8	9%[57.1 µM]	13
CC(=O)CSc1nc2ccccc2s1	-1%	-0.1	17	0%	-1%	-14%	-7	?	0.1
CCOc1ccc(NC(=O)c2ccccc2NS(=O)(=O)c2ccc(F)cc2)c([N+](=O)[O-])c1	0%	-0.1	-1	5%	-22%	-7%	-10	-2%	1.0
CCCCN1C(=O)C(NC(=O)C2CC2)(C(F)(F)F)C2=C1CC(C)(C)CC2=O (configuration not stated)	-1%	-0.2	22	3%	-6%	-2%	-1	2%	-0.3
COc1ccccc1N(CC(=O)Nc1ccccc1F)S(C)(=O)=O	-1%	-0.3	nt	-14%	-4%	-7%	1	-3%	0.6
O=C(Nc1cccc(C(F)(F)F)c1)c1cc[n+]([O-])cc1	-1%	0.5	-7	5%	-3%	-2%[57.1 µM]	10	-6%[57.1 µM]	0.9
CCN1CCC(O)(/C=C/c2ccc(C)cc2)C(C(=O)/C=C/c2ccc(C)cc2)C1 (configuration not stated)	-2%	nt	nt	2%	-19%	-4%	nt	1.3µM*	nt
CNCc1ccccc1Sc1ccc(OC)c(OC)c1	-2%	-0.3	-10	1%	-18%	12%[57.1 µM]	0	-5%[57.1 µM]	-0.6
O=C(CCNC(=O)N1CC(=O)Nc2ccccc21)NCCc1cccc(F)c1	2%	0.1	10	-3%	-13%	-11%	8	-21%	0.3
O=C(COC(=O)CN1C(=O)C2CCCCC2C1=O)NNC(=O)c1ccc(Cl)cc1 (configuration not stated)	-1%	0.2	nt	10%	-11%	-10%	-1	-13%	nt
Cc1cc2c(c(=O)o1)C(CCC1CCCCC1)C(C#N)=C(N)O2 (configuration not stated)	?	-0.6	5	-4%	-18%	8%[11.4 µM]	-1	-16%	0.9
Nc1nccc(-c2ccc(-n3cnc4ccccc43)cc2)n1	0%	0.7	-26	0%	-7%	12%[57.1 µM]	4	20%[57.1 µM]	0.1
O=C(c1ccc2c(c1)OCCO2)N1CCN(Cc2c(F)cccc2Cl)CC1	0%	-0.3	-1	8%	-9%	0%	0	-7%	0.5
Cc1c(C)n(C)c2ccc(C(=O)N3CCN(c4ccccc4)CC3)cc12	1%&44%	0.5&0.1	nt	-3%&0%	-24%&-1%	-2%	-5&0	12%	1.0
O=C(NCCc1cccnc1)C1CCC(=O)N(Cc2cccc(C(F)(F)F)c2)C1 (configuration not stated)	3%	1.1	-5	6%	-6%	-2%	0	3%	-0.7
CC1CCCC(C)N1C(=O)COC(=O)c1cccnc1Cl (configuration not stated)	4%	nt	nt	5%	-20%	1%	nt	14%	nt
N#Cc1nc(COc2ccc(F)cc2)oc1N1CCCC1	-19%	-1.2	-4	2%	-15%	-5%	-2	-1%	0.1
Cc1nc([N+](=O)[O-])c(SCC(N)=O)n1Cc1ccccc1	-1%	0.7	nt	-5%	-7%	5%[0.0914 µM]	14	6%[57.1 µM]	nt
CC(C)N1CCN(Cc2ccc3nsnc3c2)CC1CCO (configuration not stated)	-1%	0.9	-8	12%	-8%	-3%	-6	-1%	0.0
CCOc1ccccc1N(C)C(=O)c1cn(CC)c(=O)c2cc(OC)c(OC)cc12	4%	-0.7	28	-4%	-13%	-10%	-8	0%	-1.0
CCN(CC)S(=O)(=O)c1ccc2c(c1)nc(SC(C)C(N)=O)n2-c1ccc(OC)cc1 (configuration not stated)	?	-0.2	0	2%	-17%	3%[57.1 µM]	5	-4%[57.1 µM]	0.3
O=C(CN1CCCN(S(=O)(=O)c2ccc(F)cc2)CC1)Nc1ccccc1Br	0%	0.2	-11	10%	-23%	-5%	-3	-5%	0.5
Cn1c(-c2ccc(F)c(F)c2)cc2onc(-c3ccccc3)c2c1=O	-5%	0.0	21	-2%	-19%	5%	-4	24%	0.9
Cc1cccc(C(=O)Oc2ccc(/C=N/NC(=O)c3cc(O)cc(O)c3)cc2)c1	?	0.9	-4	3%	-13%	-13%	3	-10%	-0.8
COc1ccccc1CNC(=O)c1ccc(CS(=O)Cc2cccc(Cl)c2)o1 (configuration not stated)	1%	-0.3	nt	1%	-17%	4%	-7	-20%	nt
Cc1ccc(NC(=O)c2ccc(CN3CC(=O)N4CCCCC4C3=O)cc2)c(Cl)c1 (configuration not stated)	0%	-0.6	nt	-3%	-18%	-2%	-15	10%	0.4
CN(C)C(C)(C)C#CCCCCC#CC(C)(C)N(C)C	3%	1.0	-14	1%	10%	0%	-2	21%	0.9
CCOc1ccc(/C=N/OCC(=O)NCc2ccc3c(c2)OCO3)cc1OC	7%	-1.3	32*	3%	-15%	-10%	1	-9%	-1.3
O=C(OCc1nnc(-c2ccccc2)o1)c1cc([N+](=O)[O-])ccc1Cl	-10%	-1.4	16	?	-14%	1%[57.1 µM]	8	15%[57.1 µM]	-0.9
COc1ccc(C2=NOC(C(=O)Nc3ccc4c(c3)OCCO4)C2)c(OC)c1 (configuration not stated)	0%	0.4	-51	-1%	-7%	-1%	-3	6%	0.3
CC(C)C(NC(=O)c1c(F)cccc1F)C(=O)NCc1ccc(S(=O)(=O)N2CCOCC2)cc1 (configuration not stated)	-1%	-0.3	-1	-1%	-20%	6%	-3	31%	-1.0
CC(C(=O)NC1C(=O)N2C(C(=O)O)=C(CSc3nnnn3C)CSC12)n1cc(Cl)cn1 (configuration not stated)	-16%	0.9	4	-3%	-24%	3%	2	?	-0.6
c1ccc(Nc2cccc(Nc3ccccc3)n2)cc1	-1%	1.2	3	7%	-9%	-1%	9	-8%	-0.4
O=C(NNS(=O)(=O)c1ccc(F)cc1)c1ccc([N+](=O)[O-])cc1	0%	1.3	nt	15%	-3%	-9%	11	-3%[57.1 µM]	nt

A portion of the library (hit frequency here may not be typical).
